Screening results (PubChem BioAssay)
Rab9 promoter act: qHTS Assay for Rab9 Promoter Activators. Huh7 Rab9 promoter-luciferase reporter, luminescence, 24 h. Potency, µM (doses to about 9.22 µM), without a hit: top-dose activation, negative = inhibition, hits mostly activators. 320,000 compounds, 2.8% hits. AID 485297, 2010; also: % of control where 0% means no effect; nearly all actives have a fitted effect of over 60% in size
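Measured in stably transfected Huh7 cells bearing a Rab9 promoter–luciferase construct: 24 h compound treatment at 37 °C, followed by luminescence detection.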
p53 reactivation: qHTS assay for re-activators of p53 using a Luc reporter. H1299 p53-A138V BP100-luciferase reporter, luminescence, 24 h. Potency, µM (series often up to 92.2 µM), for inactives: at the top dose activity change, positive = activation, hits mostly activators. 320,000 compounds, 0.063% hits. AID 504706, 2011; also: % of control where 0% means no effect; nearly all actives have a fitted effect of over 45% in size
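p53-null H1299 cells stably carrying temperature-sensitive p53-A138V and a BP100-luciferase reporter were pinned with compounds (4-point, 1:5 series) and held 24 hrs at 37 deg C. Luminescence was read 10 min after detection reagent.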
MBNL1-CUG inh: qHTS Assay for Inhibitors of MBNL1-poly(CUG) RNA binding; 280,000 compounds, 0.036% hits; Potency, µM (top dose mostly 57.5 µM), without a hit: at the highest dose activity change, negative = inhibition, usual class: inhibitors; AID 2675, 2010; TR-FRET MBNL1-His/biotin-(CUG)12 binding, 665/545 ratio; active = well fitted inhibition curve with a large enough effect in the signal ratio, with a control signal flat, not every such curve was filed as active; inconclusive = small, poorly fitted or top-dose-only effect, or effect the other way, or a change in a side signal; inactive = no such curve, though single readings can be large or run the other way; the % refers to the signal ratio; also: % is scaled to controls: 0 for no effect and ±100 for the full control effect
Target sequence (Q9NR56 whole entry, looked up): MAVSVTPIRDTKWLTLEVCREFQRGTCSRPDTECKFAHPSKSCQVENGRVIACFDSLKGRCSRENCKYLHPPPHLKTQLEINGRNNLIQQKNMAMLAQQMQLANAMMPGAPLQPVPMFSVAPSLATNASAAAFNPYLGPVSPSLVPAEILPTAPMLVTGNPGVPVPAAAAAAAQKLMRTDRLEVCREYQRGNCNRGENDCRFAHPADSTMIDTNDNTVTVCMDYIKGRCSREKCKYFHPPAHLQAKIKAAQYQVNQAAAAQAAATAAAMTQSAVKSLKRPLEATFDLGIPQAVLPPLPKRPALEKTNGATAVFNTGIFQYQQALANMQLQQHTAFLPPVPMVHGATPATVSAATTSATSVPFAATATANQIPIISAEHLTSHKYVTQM
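Inhibition of protein-RNA binding appears as loss of TR-FRET between terbium anti-His antibody on MBNL1-His and streptavidin-XL665 on biotin-(CUG)12. Activity is normalized to buffer-only and uninhibited-complex controls.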
NPC1 promoter act: qHTS Assay for NPC1 Promoter Activators. Huh7 NPC1 promoter luciferase reporter, 24 h. Potency, µM (doses to about 9.22 µM), without a hit: at the highest dose activation, usual class: activators. 320,000 compounds, 2.4% hits. AID 485313, 2010;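 also: % of control where 0% means no effect; nearly all actives have a fitted effect of over 60% in size; reporter is driven by a mutant NPC1 promoter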
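Stable NPC1-promoter luciferase Huh7 line; cpd (DMSO) 24 h, 37 °C, 5% CO2; Amplite luciferase reagent 10 min RT; luminescence readout. qHTS format.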
BRCA1 expr act: qHTS Assay to Identify Small Molecule Activators of BRCA1 Expression; AID 624202, 2012; MCF7-BRCA1-FFLuc reporter, luminescence, 48 h; response scale: scaled: vehicle 0%, 10 µM genistein 100%; 380,000 compounds, 1.1% hits; Potency, µM (titrated, usually from 46.1 µM), without a hit: top-dose activation, hits mostly activators; also: nearly all actives have a fitted effect of over 80% in size; some results filed as inactive show a strong effect at the top dose
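Cells: MCF7-BRCA1-FFLuc, 2000/well. Exposure: 48 h, 37 °C, 5% CO2. Read: luminescence, 15 min post-substrate. Controls: genistein 10 microM (maximal activation), DMSO (neutral).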
RORg inh: qHTS for inhibitors of ROR gamma transcriptional activity. Nuclear receptor ROR-gamma (Mus musculus), P51450. Drosophila S2 Gal4-RORgamma UAS-luciferase reporter, 20 h. Potency, µM (series often up to 53.6 µM), for inactives: top-dose activity change, negative = inhibition, most hits filed as inhibitors. 310,000 compounds, 5.4% hits; also: % is scaled to controls: 0 for no effect and ±100 for the full control effect; nearly all actives have a fitted effect of over 60% in size
Target sequence (P51450 whole entry, looked up, the tested form may be a part): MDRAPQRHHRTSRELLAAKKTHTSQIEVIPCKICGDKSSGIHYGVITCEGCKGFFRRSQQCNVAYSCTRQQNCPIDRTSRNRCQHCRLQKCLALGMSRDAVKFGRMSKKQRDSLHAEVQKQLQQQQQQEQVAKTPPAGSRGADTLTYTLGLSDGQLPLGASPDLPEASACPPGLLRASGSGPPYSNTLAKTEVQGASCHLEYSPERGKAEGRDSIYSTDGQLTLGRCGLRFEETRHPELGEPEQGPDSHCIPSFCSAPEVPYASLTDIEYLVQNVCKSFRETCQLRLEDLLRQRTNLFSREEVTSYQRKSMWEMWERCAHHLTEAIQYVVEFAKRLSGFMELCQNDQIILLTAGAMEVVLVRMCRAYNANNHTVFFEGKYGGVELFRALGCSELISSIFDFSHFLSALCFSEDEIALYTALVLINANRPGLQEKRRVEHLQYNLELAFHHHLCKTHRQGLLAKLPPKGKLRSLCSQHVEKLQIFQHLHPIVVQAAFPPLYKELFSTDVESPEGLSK
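Using a luciferase readout, inhibitors were identified by reduced reporter activity in Drosophila cells coexpressing a copper-inducible Gal4–ROR gamma fusion and UAS-driven Photinus luciferase, incubated 20 hr after 700 uM copper sulfate.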
VP16 counter: VP16 counterscreen qHTS for inhibitors of ROR gamma transcriptional activity. Drosophila S2 Gal4-VP16 UAS-luciferase, luminescence, 20 h. 310,000 compounds, 3.5% hits. AID 2546, 2010. Potency, µM (top dose mostly 53.6 µM), for inactives: at the highest dose activity, negative = inhibition, hits mostly inhibitors;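 also: Gal4-VP16 expression switched on by copper sulfate through the metallothionein promoter; % is scaled to controls: 0 for no effect and ±100 for the full control effect; nearly all actives have a fitted effect of over 50% in size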
ELG1 genotoxic: qHTS screen for small molecules that induce genotoxicity in human embryonic kidney (HEK293T) cells expressing luciferase-tagged ELG1. HEK293T ELG1-luciferase reporter, luminescence, 16 h. Potency, µM (doses to about 46 µM), for inactives: at the highest dose activity change, positive = activation, hits mostly activators. 330,000 compounds, 1.3% hits. AID 504466, 2011; also: % of control where 0% means no effect; nearly all actives have a fitted effect of over 60% in size
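Luminescence read-out: rising ELG1-luciferase signal, reflecting elevated ELG1 protein under genetic stress, flags genotoxic compounds. Cells were treated for 16 hr at 37 °C before ONE-Glo detection.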
CXXC DNA block: qHTS Fluorescence Polarization Assay for Inhibitors of MLL CXXC domain - DNA interaction. 290,000 compounds, 0.037% hits. MLL-CXXC / FITC-HOXA9 DNA fluorescence polarization. Potency, µM (titrated, usually from 115 µM), for the others: at the highest dose activity change, negative = inhibition, most hits filed as inhibitors. AID 2662, 2010; active = well fitted inhibition curve with a large enough effect in the polarisation, with a control signal flat, not every such curve was filed as active; inconclusive = small, poorly fitted or top-dose-only effect, or effect the other way, or a change in a side signal; inactive = no such curve, though single readings can be large or run the other way; the % refers to the polarisation
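Fluorescence polarization: 7 uM MLL-CXXC (stock) preincubated 5 min with compounds, then 50 nM fluorescein-HOX-A9 DNA (stock) added; 30 min ambient. Buffer 50 mM Tris-HCl pH 7.5, 50 mM NaCl, 1 mM DTT, 0.05% BSA.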
FLuc modulator: qHTS profiling assay for firefly luciferase inhibitor/activator using purifed enzyme and Km concentrations of substrates (counterscreen for miR-21 project) | purified FLuc, Km substrates, luminescence inhibition | Potency, µM (titrated, usually from 57.5 µM), inactives show at the top dose activity change, negative = inhibition, most hits filed as inhibitors | 360,000 compounds, 6.9% hits | AID 588342, 2011;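 also: plate controls were vehicle for no effect and reference inhibitor for full effect; nearly all actives have a fitted effect of over 55% in size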
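Purified P. pyralis luciferase, 10 nM final, with Km-level 10 uM D-luciferin and 10 uM ATP in 50 mM Tris acetate pH 7.5, 10 mM Mg acetate, 0.01% Tween-20, 0.05% BSA; 6-point qHTS titration about 60 µM downward; luminescence read.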
uPA generation: qHTS for Inhibitors of Cell Surface uPA Generation | Potency, µM (highest dose often 38.3 µM), for the others: top-dose activity change, negative = inhibition, usual class: inhibitors | 330,000 compounds, 0.31% hits | AID 540303, 2011 | cell surface uPA generation assay, qHTS; active = well fitted inhibition curve with a large enough effect; inconclusive = small, poorly fitted or top-dose-only effect; inactive = no such curve, though single readings can be large or run the other way; tested in mouse RAW 264.7 cells; also: % is scaled to controls: 0 for no effect and ±100 for the full control effect; nearly all actives have a fitted effect of over 55% in size
Active calls of the source: *; u = inconclusive; x = no result given; [ ] = remark or other dose. Unless noted, calls follow the shape of the dose curve; as a rule, active = well fitted curve in the direction sought with a large enough effect; inconclusive = small, poorly fitted or top-dose-only effect, or another doubt; inactive = no such curve, though single readings can be large; an effect the other way counts as inactive or inconclusive. Potency is read from the fitted curve at half-maximal effect.

SMILES	Rab9 promoter act	p53 reactivation	MBNL1-CUG inh	NPC1 promoter act	BRCA1 expr act	RORg inh	VP16 counter	ELG1 genotoxic	CXXC DNA block	FLuc modulator	uPA generation
O=C(Nc1ccc(Cl)cc1)Nc1nnc(SCc2ccccc2)s1	-1%	28µM*	-12%	2%	u	12%	-6%	0%	16%	u	9%
Cc1ccc(-c2cc(C(=O)NNC(=O)c3csc(N4CCOCC4)n3)c3ccccc3n2)cc1	13%	-8%	x	2%	-3%	x	x	-7%	x	13µM*	-23%
Cc1nnc(SC(C)C(=O)NC2CCCCC2C)n1N (configuration not stated)	-2%	5%	x	0%	9%	x	x	1%	x	1%	1%
COc1ccc(C(=O)Cn2c(N3CCOCC3)nc3ccccc32)cc1OC	12%	-3%	0%	4%	x	-1%	0%	-2%	1%	-1%	x
CC1=NN(c2ccccc2)C(=O)C1C=Nc1ccc(N(C)C)cc1 (configuration not stated)	-3%	u	u	11%	-21%	-26%	-4%	1%	u	u	6%
O=C(NCCO)C1COc2ccccc2O1 (configuration not stated)	2%	1%	7%	-1%	11%	-1%	0%	5%	6%	-2%	x
CC1(C)CC(NC(=O)C23CCC(C)(/C(=N/O)C2)C3(C)C)CC(C)(C)N1 (configuration not stated)	4%	-2%	-6%	10%	-4%[1.84 µM]	-1%[10 µM]	3%	0%	-13%	0%	4%
O=C(Nc1ccccc1)Nc1ccc2ccccc2c1	3.5µM*	10%	0%	2.5µM*	u	19%	18%	14%	-6%	u	-2%
CCN1CCN(CC(=O)Nc2nc3ccc(OC)cc3s2)CC1	-5%	6%	-3%	0%	8%	-19%	9%	0%	13%	0%	6%
Cc1ccc(NS(=O)(=O)c2cccc(C(=O)N3CCCCCC3)c2)cc1	-5%	-3%	x	-9%	-34%	x	x	-4%	x	1%	3%
CCc1ccc2oc(-c3cccc(NC(=O)c4cccnc4)c3)nc2c1	u	8%	2%	u	u	-13%	-19%	-2%	5%	1.3µM*	5%
O=C(CNC(=O)c1ccc(Br)cc1)NCC(=O)OCC(=O)c1ccccc1	-5%	-3%	1%	-5%	0%	21%	9%	-2%	2%	0%	-1%

NPC1 promoter act, hit marks shown above
| smiles | Rab9 promoter act | p53 reactivation | NPC1 promoter act | BRCA1 expr act | RORg inh | CXXC DNA block | uPA generation |
| --- | --- | --- | --- | --- | --- | --- | --- |
| O=C(Nc1ccccc1)Nc1ccc2ccccc2c1 | 3.5µM* | 10% | 2.5µM* | u | 19% | -6% | -2% |

Molecules shown so far that contain four or more nitrogen atoms:
SMILES	Rab9 promoter act	p53 reactivation	MBNL1-CUG inh	NPC1 promoter act	BRCA1 expr act	RORg inh	VP16 counter	ELG1 genotoxic	CXXC DNA block	FLuc modulator	uPA generation
O=C(Nc1ccc(Cl)cc1)Nc1nnc(SCc2ccccc2)s1	-1%	28µM*	-12%	2%	u	12%	-6%	0%	16%	u	9%
Cc1ccc(-c2cc(C(=O)NNC(=O)c3csc(N4CCOCC4)n3)c3ccccc3n2)cc1	13%	-8%	x	2%	-3%	x	x	-7%	x	13µM*	-23%
Cc1nnc(SC(C)C(=O)NC2CCCCC2C)n1N (configuration not stated)	-2%	5%	x	0%	9%	x	x	1%	x	1%	1%
CC1=NN(c2ccccc2)C(=O)C1C=Nc1ccc(N(C)C)cc1 (configuration not stated)	-3%	u	u	11%	-21%	-26%	-4%	1%	u	u	6%
CCN1CCN(CC(=O)Nc2nc3ccc(OC)cc3s2)CC1	-5%	6%	-3%	0%	8%	-19%	9%	0%	13%	0%	6%

Carrying on:
SMILES	Rab9 promoter act	p53 reactivation	MBNL1-CUG inh	NPC1 promoter act	BRCA1 expr act	RORg inh	VP16 counter	ELG1 genotoxic	CXXC DNA block	FLuc modulator	uPA generation
O=C(Cc1ccccc1)N/N=C/C=C/c1ccccc1[N+](=O)[O-]	u	6%	x	u	90%	15%	u	14%	-4%	-1%	4%
Cc1ccc(S(=O)(=O)N(C)c2ccc(C(=O)NCC3CCCO3)cc2)cc1 (configuration not stated)	-4%	-6%	-6%	-6%	5%	21%	-1%	0%	-3%	0%	3%
Cc1cccc2cc(C3CC(c4cccs4)=NN3S(C)(=O)=O)c(Cl)nc12 (configuration not stated)	-4%	-6%	x	-3%	-25%	9%	-1%	-6%	3%	0%	u
COc1cccc(NC2c3ccccc3C(=O)N2Cc2ccccc2Cl)c1 (configuration not stated)	-1%	-6%	-6%	1%	-42%	-4%	-3%	-1%	-4%	-5%	-7%
O=C(NN1CCOCC1)c1cc(-c2cccs2)nc2ccccc12	0%	-7%	35%[activator]	5%	7%	0%	-16%	-4%	9%	-18%	0%
CCOC(=O)c1c(-c2ccco2)csc1NC(=O)COC(=O)c1cnccn1	-1%	u	x	3%	-15%	x	x	-1%	x	-12%	1%
CCOC(=O)c1c(-c2cccs2)csc1NC(=O)COC(=O)c1c(C)noc1C	16%	14%	12%	-1%	-15%	5%	-4%	16%	-6%	8%	x
CCCCCn1c(CN2CCN(C(=O)OCC)CC2)nc2c1c(=O)[nH]c(=O)n2C	-5%	-4%	3%	-2%	-4%	u	-3%	2%	9%	1%	4%
Cc1ccc(/C=c2\sc3n(c2=O)CN(c2cccc(Br)c2)CN=3)o1	-2%	7%	u	2%	6%	11%	0%	-6%	4%	-15%	1%
O=C(CNC(=O)c1ccc2c(c1)OCCO2)N/N=C/c1ccc(O)cc1O	2%	6%	44%[activator]	-2%	-54%	-11%	-4%	1%	-4%	-14%	-6%
Cc1ccn2cc(-c3cc4ccccc4oc3=O)nc2c1	0.28µM*	4%	u	0.32µM*	-20%	2.5µM*	u	0.46µM*	0%	0.43µM*	-3%
CC(=O)c1cccc(NC(=O)Nc2cnn(Cc3ccc(Cl)cc3Cl)c2)c1	-1%	-1%	-8%	-1%	-10%	30%	-2%	-4%	-3%	-13%	x
COc1ccc(S(=O)(=O)Nc2nnc(Cc3ccc(OC)c(OC)c3)s2)cc1	-10%	-3%	-7%	0%	6%	6%	-17%	12%	5%	u	1%
CC(C)NC(=O)Cn1c(SCC(=O)c2ccc(F)cc2)nc2ccccc21	-3%	4%	-11%	-1%	0%	36%	0%	4%	13%	0%	5%
CCOC(=O)CNC(=O)c1cc(OC)cc(OC)c1	2%	-4%	-20%	-2%	-16%	2%	10%	0%	5%	4%	-4%
COC(=O)CSc1nc(N2CCOCC2)c2c(c1C#N)CC(C)(C)N(C)C2	0%	3%	3%	-1%	-8%	-7%	2%	2%	-1%	5%	-6%
CCN(C(=O)c1cn(C)c(=O)c2cc(OC)c(OC)cc12)c1cc(OC)ccc1OC	7%	1%	-1%	-2%	-21%	21%	-4%	-1%	-9%	-2%	3%
COc1ccc(C(=O)Nc2ccccc2N2CCN(C(=O)c3ccccc3)CC2)cc1Br	7%	-6%	1%	-3%	-58%	-14%	-11%	-21%	0%	-4%	-1%
CCOC(=O)N1CCC(NC(=O)CCC(=O)N2CC(C)Oc3ccccc32)CC1 (configuration not stated)	2%	0%	1%	-2%	-4%	28%	2%	-5%	10%	0%	-7%
NS(=O)(=O)c1cccc(NC(=O)c2ccno2)c1	1%	-3%	2%	-1%	5%	9%	-10%	0%	u	-2%	-4%
COC(=O)c1cccc(N(CC(=O)NC2CCCCC2)C(=O)CNC(=O)c2cccs2)c1	-3%	-2%	-2%	-4%	-16%	6%	0%	-8%	19%	2%	-4%
Cc1cc(-c2nnc(SCc3ccccn3)o2)no1	28%	u	-1%	26%	u	-2%	2%	11%	1%	-12%	-4%
COc1ccc(Cl)cc1NC(=O)C1CCN(C(=O)Nc2ccccc2)CC1	2%	-15%	x	-3%	-17%	x	x	6%	x	-2%	5%
Cc1nn(C)cc1C1C2=C(CC(C)(C)CC2=O)N(c2ccccc2)C2=C1C(=O)CC(C)(C)C2	-3%	2%	-3%	-2%	1%	-1%	2%	-2%	-13%	-1%	-3%
Cc1ccc(-c2csc(/C(C#N)=C/Nc3ccc4c(c3)OCCO4)n2)cc1	-5%	10%	-12%	-7%	-5%	28%	-11%	10%	10%	0%	10%

Only part of the results is shown; the hit share may differ from the screen's.
